Neddyl block = inhibitors of cullin neddylation, primary screen, biochemical, TR-FRET, uHTS, NAE and Ubc12 | NEDD8-conjugating enzyme Ubc12 (Homo sapiens) + NEDD8-activating enzyme E1 regulatory … | calls only at 25 µM | 360,000 tested, 0.58% active | AID 651699, 2012; in the data active means inhibition above about 36%
Rin1-Abl PPI inh = inhibitors of Rin1-Abl protein binding, primary screen, biochemical, TR-FRET; inhibition, % at 7.35 µM; 360,000 tested, 0.4% active; in the data active means inhibition above about 5%, passing the limit was not always enough
NRP1-CendR mod = modulators of CendR peptide binding to NRP-1, primary screen, biochemical, fluorescence polarization, uHTS | Neuropilin-1 (Homo sapiens), O14786 | FAM-RPARPAR peptide binding to NRP-1 | inhibition, % at 25 µM | 360,000 tested, 0.85% active | AID 602438, 2012;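 active means inhibition or corrected inhibition above about 18%, plus a signal ratio from 0.5 to 1.5, limit read from the data, passing the limit was not always enough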; further: strong numbers were not always called active
MT1-MMP act inh = blockers of MT1-MMP proenzyme processing, primary screen, HT1080 RFP-PRO-GFP cells, GFP/RFP fluorescence | Matrix metalloproteinase-14 (Homo sapiens), P50281 | GFP/RFP ratio fluorescence, overnight; percent of plate control window, DMSO zero | GFP/RFP ratio change, % at 20 µM | 360,000 tested, 0.061% active;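 active means GFP/RFP ratio change of at least 30% with cell ATP level not reduced by more than half and red fluorescence within 50% of control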; further: strong numbers were not always called active
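Assay system: HT1080 RFP-PRO-GFP cells. Benchmarks: DMSO vehicle wells and RFP-L50D-GFP reporter cell wells. Times: overnight cell settling, then overnight compound exposure, 37 °C, 5% CO2. Compound: 20 µM single dose, 1% DMSO. Read-out basis: GFP/RFP fluorescence ratio.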
SKN-1 inh = suppressors of acrylamide-induced Pgst-4::GFP reporter in worms, primary screen, SKN-1 inhibitor project, whole organism, uHTS, GFP/RFP fluorescence ratio, strain VP596. 360,000 tested, 0.49% active. AID 624304, 2012. C. elegans VP596 Pgst-4::GFP/RFP ratio, 24 h. inhibition, % at 21.8 µM;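 active means interference check ratio from 0.5 to 1.5 plus GFP to RFP signal ratio inhibition reaching or exceeding a fixed threshold, cut at about 30% in these data, passing the limit was not always enough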; further: some compounds called inactive have numbers as strong as hits
FAS-TE inh = FAS thioesterase domain inhibitors, primary screen, biochemical, fluorescence intensity, uHTS. Fatty acid synthase (Homo sapiens), P49327. recombinant FAS-TE, OMFH fluorogenic substrate, fluorescence endpoint. inhibition, % at 15 µM. 360,000 tested, 0.67% active. AID 602261, 2012;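 active means compounds whose normalised, plate-corrected inhibition of enzyme fluorescence in the single-dose primary screen is 50% or more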;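 further: 0% = DMSO with enzyme and 100% = substrate without enzyme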
MLLE-PAM2 inh = inhibitors of PABP1 MLLE–PAM2 peptide binding, primary screen, biochemical, fluorescence polarization, FITC-PAM2, GST-MLLE | inhibition, % at 20 µM | 360,000 tested, 0.36% active | Polyadenylate-binding protein 1 (Homo sapiens), P11940; in the data active means inhibition above about 35%, passing the limit was not always enough;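 further: plate controls were DMSO wells with GST-MLLE for no effect and wells lacking GST-MLLE protein for full effect; some results filed as inactive read as strong as hits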
Target sequence (P11940 whole entry, looked up): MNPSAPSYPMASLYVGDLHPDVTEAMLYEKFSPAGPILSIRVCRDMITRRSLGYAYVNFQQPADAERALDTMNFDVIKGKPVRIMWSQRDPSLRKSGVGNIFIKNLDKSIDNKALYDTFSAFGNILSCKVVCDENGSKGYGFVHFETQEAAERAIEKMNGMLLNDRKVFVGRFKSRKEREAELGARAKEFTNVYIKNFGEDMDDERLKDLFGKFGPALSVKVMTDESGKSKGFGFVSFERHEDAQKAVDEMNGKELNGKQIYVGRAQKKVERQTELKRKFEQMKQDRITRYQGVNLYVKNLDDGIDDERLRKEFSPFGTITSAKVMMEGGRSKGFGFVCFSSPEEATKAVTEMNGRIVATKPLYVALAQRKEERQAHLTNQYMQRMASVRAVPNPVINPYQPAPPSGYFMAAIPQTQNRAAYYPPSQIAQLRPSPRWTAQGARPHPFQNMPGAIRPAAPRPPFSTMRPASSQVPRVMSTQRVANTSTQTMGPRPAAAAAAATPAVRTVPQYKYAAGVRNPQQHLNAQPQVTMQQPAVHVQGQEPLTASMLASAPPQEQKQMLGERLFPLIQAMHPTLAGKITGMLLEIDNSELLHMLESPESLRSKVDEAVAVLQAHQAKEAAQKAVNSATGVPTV
E coli Lon inh = inhibitors of E. coli Lon protease, primary screen, biochemical, fluorescence polarization; 360,000 tested, 0.42% active; inhibition, % at 7.94 µM; purified E. coli Lon protease; P0A9M0; in the data active means inhibition above about 13%, passing the limit was not always enough;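 further: 0% = enzyme with probe and DMSO and 100% = no enzyme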
bovine MsrA act = bovine MsrA enzyme activators, primary screen, biochemical, absorbance, HTS; Methionine sulfoxide reductase A (Bos taurus); purified bovine MsrA, absorbance read-out; activation, % at 10.6 µM; 360,000 tested, 0.3% active; in the data active means activation above about 7.5%;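 further: 0% = vehicle and 100% = reference activator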
* marks the source's active call; other numbers are inactive results; i = inactive; . = no result given; + = active, no number.

SMILES	Neddyl block	Rin1-Abl PPI inh	NRP1-CendR mod	MT1-MMP act inh	SKN-1 inh	FAS-TE inh	MLLE-PAM2 inh	E coli Lon inh	bovine MsrA act
CCOC(=O)N1CCN(C(=O)CSc2ccc(-c3ccccc3)nn2)CC1	i	1	2	0	2	0	0	-3	-12
CC(=O)N[C@@H](Cc1c[nH]c2ccccc12)C(=O)OCC(=O)Nc1ccc(S(=O)(=O)N(C)C)cc1	i	-4	0	1	0	-4	-5	1	-1
COc1ccc(Cl)c2sc(N(CCN(C)C)C(=O)c3ccc4c(c3)OCCO4)nc12	i	1	13	-1	-17	-9	8	-25	-3
CCOc1ccc(NC(=S)NCc2ccc3c(c2)OCO3)cc1	i	1	0	2	-8	11	-85	4	-6
Cc1ccc(SCCNC(=S)Nc2ccc(C)c(C)c2)cc1	i	3	4	3	17	24	-57	4	0
COc1cccc([C@@H]2CC=C(C(=O)O)[C@H](c3ccc(F)cc3)N2S(=O)(=O)c2ccc(C)cc2)c1	+	1	-14	-1	-2	-4	5	-7	-1
CC(=O)N1CCN(C(=O)c2ccc(Oc3ccccc3)cc2)CC1	i	-2	-5	0	-1	-6	-4	-1	0
Cc1nc(NC(=O)C23CC4CC(CC(C4)C2)C3)sc1Cc1ccc2c(c1)OCO2	i	-3	-8	-2	13	20	-7	-9	-5
O=C(CSc1nc(C(F)(F)F)cc(=O)[nH]1)Nc1nccs1	i	5	7	4	-15	-6	-3	1	-5
COc1ccc(N2CCN(CCNC(=O)C3CC(=O)N(C4CCCC4)C3)CC2)cc1 (centres undefined)	i	1	-8	1	0	-8	11	1	2
COc1ccc(NC(=O)c2ccccc2)c([N+](=O)[O-])c1	i	-4	2	-3	22	2	8	-3	-15
COc1ccc(-n2c(N)cc(=O)nc2SCC(=O)NC2CCCCC2)cc1	i	0	-12	-2	-6	-4	-2	-2	-4
CCOc1ccc(N(CC(=O)NCc2ccc(F)cc2)C(=O)c2ccco2)cc1	i	2	11	2	-6	5	3	2	-8
CC(Oc1ccc2ccc(=O)oc2c1)C(=O)NCCN1CCOCC1 (centres undefined)	i	2	3	2	-5	-5	10	-9	-14
COc1ccc(C(=O)N/N=C(\C)CC(=O)Nc2ccc3c(c2)OCO3)cc1	i	-1	16	0	6	0	-7	6	-3
C[C@@H]1NS(=O)(=O)[C@H]2C[C@@H]3C=C[C@]2(O3)[C@H]1OC(=O)c1ccccc1Br	i	3	2	2	0	-5	6	1	-3
Cc1cccc(NC(=O)CSc2nsc(SCC(=O)Nc3cccc(C)c3)c2C#N)c1	i	0	-8	2	-3	31	-2	-6	-3
O=C(N/N=C/c1ccccc1Br)c1cccc(S(=O)(=O)N2CCOCC2)c1	i	0	10	4	20	5	-1	9	-1
COc1ccc(/C=N/Nc2nncc3ccccc23)c(OC)c1	i	-5	-8	1	-9	5	5	10	-1
CCOc1c2ccc(C(=O)NCc3ccc(C(F)(F)F)cc3C(F)(F)F)cc2nn1C	.	0	-3	2	5	6	-19	-3	0
CSc1cccc(NC(=O)c2sc3nc4n(c(=O)c3c2C)CCC4)c1	i	-1	2	5	-7	-1	-14	5	-4
CCOc1ccc(NS(=O)(=O)c2ccc(OCC)c3ncccc23)cc1	i	4	-1	4	4	-2	-1	2	-14
Oc1ccc(Cc2ccccc2)c2cccnc12	i	2	2	12	5	1	18	-4	-3
COCC1CCCCN1C(=O)c1ccc(OC2CCN(CCc3ccccc3)CC2)cc1 (centres undefined)	i	6	8	-1	1	-5	-5	-2	-7
CCOc1cc(CNc2ccccc2)cc(Br)c1OCC(=O)NC(C)(C)C	i	2	8	-8	10	24	-3	0	-7
CC(C(=O)Nc1ccc(Cl)cc1Cl)N1C(=O)NC2(CCCC2)C1=O (centres undefined)	i	1	12	2	6	-5	-4	4	0
O=C(Cn1ccc2ccccc2c1=O)NCC1COc2ccccc2O1 (centres undefined)	i	2	-3	3	11	-4	-6	3	-4
CC1=NN(C(=O)c2ccoc2C)C(O)(C(F)(F)F)C1 (centres undefined)	i	1	5	3	-2	-6	1	7	-4
CC(=O)c1c(C)[nH]c(C(=O)/C(C#N)=C/c2cccc(C)c2)c1C	i	-1	-20	-11	-16	-3	-7	-16	-8
CCN1CCN(S(=O)(=O)c2ccc(-c3cc(C)no3)s2)CC1	i	-2	3	3	7	-5	10	3	-3
Cc1ccc2nc(NC(=O)c3cc(-c4ccco4)nc4ccccc34)sc2c1	.	-1	-5	-5	6	32	2	3	-9
COc1ccc(S(=O)(=O)N2CCCCCC2)cc1C(=O)N(C)CC(=O)Nc1ccccc1Cl	i	-6	12	4	13	1	1	2	-1
CCCCCC(=O)Nc1nc(C)c(-c2csc(Nc3cc(Cl)ccc3C)n2)s1	i	2	4	3	0	13	17	0	-3
CC(CN1CCCC1)OC(=O)Cc1ccc(Cl)cc1 (centres undefined)	i	-1	5	-1	4	-2	12	9	-7
COc1ccc(S(=O)(=O)NCC(c2cccnc2)N2CCN(Cc3ccccc3)CC2)cc1C (centres undefined)	i	1	-19	-4	0	-4	-8	-8	-2
CCOc1ccc(NC(=O)c2cccc3c2C(=O)N(Cc2cccnc2)C3)cc1	i	-1	-10	2	4	5	1	-4	-1
CC[C@H](C)[C@H](NC(N)=O)C(=O)NNC(=O)c1ccc(COc2cccc3cccnc23)cc1	i	1	7	-2	28	-7	-57	7	-4
COC(=O)C1=C(C)N(Cc2ccccc2)C(=O)/C1=C\c1ccco1	i	-3	-6	-2	-2	4	-5	6	-3
C/C(=N/NC(=O)c1cc(-c2cccc([N+](=O)[O-])c2)n[nH]1)c1ccc(Cl)cc1	i	-3	-14	-2	-1	-2	-23	-7	-4
O=C(CN1CCOCC1)Nc1nc2ccc(Br)cc2s1	i	3	-9	0	3	-5	33	-5	1
O=C(COC(=O)c1cccnc1Nc1ccccc1F)NCc1ccc2c(c1)OCO2	i	2	-10	0	34	4	-9	1	5
CN(CCO)c1cc(N(C)CCO)c([N+](=O)[O-])cc1[N+](=O)[O-]	i	-2	5	.	7	-6	6	-3	-16
O=C(NCC(=O)N1CCN(c2ccccc2O)CC1)c1ccc(Br)o1	i	7	6	-4	-18	0	0	-2	-10
O=C(Cc1nnc(NC(=O)Nc2ccccc2F)s1)NCc1ccccc1	i	0	-9	3	16	-2	-12	-14	-2
Brc1c(CSc2nncn2-c2ccccc2)nc2ncccn12	.	1	-14	2	0	-5	10	1	-15

13 entries from above, with bars between the fields:
molecule | Neddyl block | Rin1-Abl PPI inh | NRP1-CendR mod | MT1-MMP act inh | SKN-1 inh | FAS-TE inh | MLLE-PAM2 inh | E coli Lon inh | bovine MsrA act
CCCCCC(=O)Nc1nc(C)c(-c2csc(Nc3cc(Cl)ccc3C)n2)s1 | i | 2 | 4 | 3 | 0 | 13 | 17 | 0 | -3
CC(CN1CCCC1)OC(=O)Cc1ccc(Cl)cc1 (centres undefined) | i | -1 | 5 | -1 | 4 | -2 | 12 | 9 | -7
COc1ccc(S(=O)(=O)NCC(c2cccnc2)N2CCN(Cc3ccccc3)CC2)cc1C (centres undefined) | i | 1 | -19 | -4 | 0 | -4 | -8 | -8 | -2
CCOc1ccc(NC(=O)c2cccc3c2C(=O)N(Cc2cccnc2)C3)cc1 | i | -1 | -10 | 2 | 4 | 5 | 1 | -4 | -1
CC[C@H](C)[C@H](NC(N)=O)C(=O)NNC(=O)c1ccc(COc2cccc3cccnc23)cc1 | i | 1 | 7 | -2 | 28 | -7 | -57 | 7 | -4
COC(=O)C1=C(C)N(Cc2ccccc2)C(=O)/C1=C\c1ccco1 | i | -3 | -6 | -2 | -2 | 4 | -5 | 6 | -3
C/C(=N/NC(=O)c1cc(-c2cccc([N+](=O)[O-])c2)n[nH]1)c1ccc(Cl)cc1 | i | -3 | -14 | -2 | -1 | -2 | -23 | -7 | -4
O=C(CN1CCOCC1)Nc1nc2ccc(Br)cc2s1 | i | 3 | -9 | 0 | 3 | -5 | 33 | -5 | 1
O=C(COC(=O)c1cccnc1Nc1ccccc1F)NCc1ccc2c(c1)OCO2 | i | 2 | -10 | 0 | 34 | 4 | -9 | 1 | 5
CN(CCO)c1cc(N(C)CCO)c([N+](=O)[O-])cc1[N+](=O)[O-] | i | -2 | 5 | . | 7 | -6 | 6 | -3 | -16
O=C(NCC(=O)N1CCN(c2ccccc2O)CC1)c1ccc(Br)o1 | i | 7 | 6 | -4 | -18 | 0 | 0 | -2 | -10
O=C(Cc1nnc(NC(=O)Nc2ccccc2F)s1)NCc1ccccc1 | i | 0 | -9 | 3 | 16 | -2 | -12 | -14 | -2
Brc1c(CSc2nncn2-c2ccccc2)nc2ncccn12 | . | 1 | -14 | 2 | 0 | -5 | 10 | 1 | -15

(cont.)
SMILES	Neddyl block	Rin1-Abl PPI inh	NRP1-CendR mod	MT1-MMP act inh	SKN-1 inh	FAS-TE inh	MLLE-PAM2 inh	E coli Lon inh	bovine MsrA act
CCOC(=O)CSc1nnc(C)c(C)n1	i	3	2	7	1	-7	11	3	-2
COc1cccc(NC(=O)N2CCCC(C(=O)NCc3ccc(F)cc3)C2)c1 (centres undefined)	i	2	0	5	0	-2	4	-9	0
CC(C)C(=O)NC(=O)COC(=O)/C=C/c1cccs1	i	-1	0	2	-8	0	7	1	-1
O=c1cc(-c2ccccc2)nc2nc(-c3ccco3)[nH]n12	i	0	-163	-6	8	0	23	-32	-3
O=C(NC(=S)Nc1cc(Cl)ccc1O)c1cccc(Br)c1	i	-2	-4	0	16	5	22	4	0
CSC1=NCCN1C(=O)Cc1ccc(F)cc1	i	-1	-29	0	-17	-6	0	2	-12
NNC(=O)COc1ccc(C(F)(F)F)cc1	i	-4	-1	6	-16	-3	-5	-8	-2
COCCn1c(C)cc(C2=NNC(=Nc3ccc(OC)cc3)SC2)c1C	i	2	-1	1	0	-44	3	-8	-3
Cc1onc(-c2ccccc2)c1-c1nc2ccccc2c(=O)o1	i	-4	15	-4	-24	33	2	4	-2
COc1cccc(-c2nc(CS(=O)CC(=O)NC3CC3)c(C)o2)c1 (centres undefined)	i	1	3	-2	-14	-9	6	-7	-11
COc1ccccc1Cn1c(=S)[nH]c2cc(C(=O)NCCN3CCOCC3)ccc2c1=O	i	-3	-6	2	5	-9	-85	1	-2
CCOc1ccccc1NC1=C(Cl)C(=O)N(c2ccc(OC)cc2)C1=O	i	-1	5	0	-4	22	12	8	-10
CCOC(=O)N1CCN(C(=O)c2cccc(OC)c2O)CC1	i	-7	-1	3	-9	-7	-4	2	0
COc1ccc(-c2nnc3ccc(SCC(=O)NCc4ccco4)nn23)cc1	i	1	-8	-1	-20	-7	18	-5	-10
N#CCc1c(C#N)c(N)nc(N2CCOCC2)c1C#N	i	1	5	-1	18	0	-4	7	-4

Whole records, looked up by structure. Order of values: Neddyl block | Rin1-Abl PPI inh | NRP1-CendR mod | MT1-MMP act inh | SKN-1 inh | FAS-TE inh | MLLE-PAM2 inh | E coli Lon inh | bovine MsrA act
CCOC(=O)N1CCN(C(=O)c2cccc(OC)c2O)CC1 reads i | -7 | -1 | 3 | -9 | -7 | -4 | 2 | 0
Cc1onc(-c2ccccc2)c1-c1nc2ccccc2c(=O)o1 reads i | -4 | 15 | -4 | -24 | 33 | 2 | 4 | -2
